Screening data deposited in PubChem by several laboratories.
GPR55 beta-arrestin – GPR55 agonists via beta-arrestin recruitment, primary screen, imaging, U2OS cells, beta-arrestin-GFP redistribution (AID 1961) | actives 0.048% (n = 290,000) | activation, % at 10 µM; hits with a dose series show EC50 in µM | U2OS GPR55 beta-arrestin-GFP redistribution imaging; higher % means a stronger effect;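 active = activation above 40% with more than 50 cells counted in the well; inconclusive = wells holding fewer than 50 cells, flagged as toxic or sparse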;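 also: U2OS osteosarcoma cells stably expressing GPR55 and beta-arrestin-GFP; plate controls were DMSO negative control for no effect and LPI positive control for full effect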
NTR1 agonist – agonists of NTR1, primary screen, imaging, U2OS cells, beta-arrestin-GFP, high content (AID 493036). NTR1-U2OS beta-arrestin-GFP spot imaging, agonist mode. activation, % at 20 µM. actives 0.17% (n = 330,000);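 active = activation at or above 40% of the spot to cytoplasm intensity ratio, with at least 20 cells analyzed; inconclusive = wells under 20 cells, flagged as cytotoxic or low count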;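 also: 0% = DMSO without peptide and 100% = 100 nM NTR1 peptide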
Target sequence (P30989 whole entry, looked up): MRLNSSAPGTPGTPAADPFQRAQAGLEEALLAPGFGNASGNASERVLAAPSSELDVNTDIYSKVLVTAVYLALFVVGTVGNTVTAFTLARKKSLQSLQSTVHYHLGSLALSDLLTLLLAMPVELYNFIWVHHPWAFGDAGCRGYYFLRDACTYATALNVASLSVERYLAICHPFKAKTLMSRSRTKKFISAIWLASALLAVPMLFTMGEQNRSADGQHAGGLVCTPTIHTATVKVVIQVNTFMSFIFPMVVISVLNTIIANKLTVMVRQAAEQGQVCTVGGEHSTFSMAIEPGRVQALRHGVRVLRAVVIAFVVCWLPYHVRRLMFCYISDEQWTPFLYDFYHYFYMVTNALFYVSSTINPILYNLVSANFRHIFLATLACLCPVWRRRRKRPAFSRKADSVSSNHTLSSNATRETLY
LYP inhibition – inhibitors of LYP phosphatase, biochemical, fluorescence intensity, uHTS (AID 1779) | Tyrosine-protein phosphatase non-receptor type 22 (Homo sapiens) | recombinant LYP phosphatase, fluorescence intensity; higher % means a stronger effect | one-dose inhibition, % at 11.5 µM; IC50 in µM for titrated hits | actives 0.054% (n = 290,000); in the data active = inhibition above about 50%;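 also: plate controls were vehicle with enzyme for no effect and no enzyme for full effect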
MgcRacGAP inhibition – MgcRacGAP GTPase-activating activity inhibitors, confirmation, biochemical, ADP Hunter fluorescence. actives 0.6% (n = 340,000). inhibition, % at 30 µM, or IC50 in µM where a hit was titrated. Rac GTPase-activating protein 1 (Homo sapiens). MgcRacGAP-stimulated Rac1 GTP hydrolysis, ADP Hunter fluorescence; higher % means a stronger effect; GST-tagged Rac1 F28L mutant substrate;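 active = first-screen hits whose inhibition reached a set limit at any dose in the follow-up dose series; inconclusive = inhibition above the set first-screen limit but never retested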;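 also: fluorescence reports GDP produced by GAP-driven GTP hydrolysis; strong numbers were not always called active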
Large T inhibition – SV40 large T antigen inhibitors, biochemical (AID 1903) | SV40 large T antigen ATPase/helicase inhibition assay; higher % means a stronger effect | inhibition, % at 20 µM; hits with a dose series show IC50 in µM | actives 0.39% (n = 310,000); in the data active = a potency from the dose series; inconclusive = inhibition mostly from about 32% at the one dose, without a potency; inactive = the rest, 99 in 100 with inhibition below about 32%; also: strong numbers were not always called active
GPR35 antagonists – GPR35 antagonists blocking zaprinast-driven arrestin recruitment, primary screen, imaging, U2OS, beta-arrestin-GFP, zaprinast agonist (AID 2058). actives 0.052% (n = 290,000). U2OS GPR35 beta-arrestin-GFP translocation imaging, zaprinast antagonism; higher % means a stronger effect. G-protein coupled receptor 35 (Homo sapiens). inhibition, % at 10 µM; hits with a dose series show IC50 in µM;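 active = inhibition of at least 50% with at least 30 cells and total cytoplasm GFP at most 10,000,000; inconclusive = under 30 cells or total GFP of 10,000,000 plus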
T cell HTS – modulators of CD8 T cell-vesicle binding, primary screen, mouse 2C CD8+ T cells, flow cytometry. actives 0.068% (n = 330,000). 2C CD8+ T cell-vesicle binding; hits give low values. calls only at 7 µM;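 active = response, share of CD8 T cells binding vesicles, and their 90th percentile fluorescence all below set limits, cut at about 80% in these data, passing the limit was not always enough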
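Material: murine 2C transgenic CD8+ T lymphocytes / Also added: QL9-peptide-loaded Drosophila micro-vesicles bearing Ld, ICAM-1 and B7-1 / Schedule: binding step 1.5 h, 37 °C, antibody labelling 20 min, ice / Signal: flow cytometry, PE anti-B7-1 (FL2) versus Alexa647 anti-CD8 (FL8), PFA-fixed / Evaluation: percent CD8+ FL2 mean versus row control / Benchmarks: naked versus QL9-loaded vesicles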
GPR55 LPI antagonism – GPR55 antagonists blocking LPI-driven arrestin recruitment, primary screen, imaging, U2OS, beta-arrestin-GFP, LPI agonist (AID 2013); G-protein coupled receptor 55 (Homo sapiens); U2OS GPR55 beta-arrestin-GFP translocation imaging, LPI antagonism; higher % means a stronger effect; inhibition, % at 10 µM; hits with a dose series show IC50 in µM; actives 0.13% (n = 290,000);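 active = spots per cell inhibited over 60%, with over 100 cells counted and total cytoplasm intensity under 500,000; inconclusive = wells with under 100 cells, flagged as likely toxic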;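 also: U2OS cells stably carrying GPR55 and arrestin-GFP stimulated by 5 µM LPI near EC80; imaged beta-arrestin-GFP aggregate spots per cell after agonist stimulation; plate controls were LPI-stimulated DMSO wells for no effect and DMSO wells without LPI for full effect; some results filed as inactive read as strong as hits; confirmed hits need IC50 under 10 µM and bright autofluorescent wells are also inconclusive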
Hep lipid drop – inhibitors of hepatocyte lipid droplet formation, primary screen, imaging, high-throughput imaging, BODIPY stain. AML12 mouse hepatocytes, oleate lipid droplets. inhibition, % at 6.5 µM. actives 0.4% (n = 240,000). AID 1656, 2009;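 active = lipid droplet intensity inhibited by at least 50%, with more than 500 cells counted; inconclusive = wells with under 300 cells, treated as cytotoxic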
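Assay system: AML12 mouse liver cells | Compound dosing: One dose, 6.5 µM compound | Read-out basis: Droplet intensity reduction, % inhibition | Measured by: Fluorescence imaging, 20x objective, two fields per well | Schedule: Overnight treatment with compound plus oleate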
Hep lipid drop cells 6.5 µM – further read-out of Hep lipid drop, marked with its call; cell count; measured here: cell count, cytotoxicity flag;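 cells counted across two imaged fields per well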
T cell HTS vesicle-bound % – further read-out of T cell HTS, marked with its call; double positive events, %; measured here: CD8+ vesicle-bound cell fraction;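 binding gate set so that unloaded-vesicle control wells show 10% double positive cells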
NTR1 agonist cell count 20 µM – further read-out of NTR1 agonist, marked with its call; cell count; measured here: cell count, cytotoxicity flag
The depositor's hits bear a star; i = inactive; u = inconclusive; x = no result given.

SMILES	GPR55 beta-arrestin	NTR1 agonist	NTR1 agonist cell count 20 µM	LYP inhibition	MgcRacGAP inhibition	Large T inhibition	GPR35 antagonists	T cell HTS	T cell HTS vesicle-bound %	GPR55 LPI antagonism	Hep lipid drop	Hep lipid drop cells 6.5 µM
COc1ccccc1C1C(C(=O)c2ccc(C)o2)=C(O)C(=O)N1c1cc(C)on1 (centres undefined)	-0.1%	1.2	57	-6.9%	10.0%	11.4%	1.4%	i	59.9	-5.5%	-3.5	680
Cc1ccnc(NC(=O)c2ccco2)n1	-0.1%	1.5	41	-8.3%	-14.1%	4.3%	-14.8%	i	7.8	-1.3%	5.5	694
Cc1nc2ccc(S(=O)(=O)NCC(=O)N3CCC(N4CCCCC4)CC3)cc2s1	0.0%	0.5	49	3.4%	10.3%	24.9%	-5.7%	i	55.1	15.9%	x	x
CCOC(=O)C1=C(CS(=O)(=O)c2ccc(F)cc2)NC(=O)NC1c1ccc(O)c(O)c1 (centres undefined)	-0.1%	-0.3	73	-9.9%	7.5%	18.4%	-10.7%	i	5.6	-3.4%	4.5	783
COC(=O)c1cc(=O)n(Cc2cccs2)c(=Nc2ccc(F)cc2)s1	5.5%	41.7*	68*	5.0%	2.6%	1.3%	-17.2%	i	17.2	27.0%	5.4	650
C[n+]1cccc(C(=O)N/N=C/c2ccc3c(c2)OCO3)c1	0.5%	1.8	59	-6.0%	-2.0%	7.6%	4.3%	i	38.0	-3.7%	-22.7	757
CN1CCN(C(=O)c2cccn(Cc3cccc(Cl)c3)c2=O)CC1	0.0%	-0.7	79	-6.7%	x	1.2%	-2.1%	i	26.7	-4.7%	0.9	828
CCOC(=O)Cc1csc(NC(=O)CCSc2ccccc2)n1	-0.1%	2.2	65	-3.9%	11.2%	-3.4%	14.4%	i	16.7	10.5%	2.3	690
CSc1ccccc1NC(=O)c1cnc2sc(C)cn2c1=O	x	3.3	52	x	6.6%	13.4%	x	i	59.1	x	x	x
O=C1NC(=S)N/C1=C/c1cc([N+](=O)[O-])ccc1O	0.2%	-0.8	72	-3.0%	-0.1%	-1.4%	0.4%	i	54.6	-3.3%	-4.7	796
O=C(Cc1ccccc1)N1CCNCC1	-0.1%	0.5	39	-0.5%	4.2%	5.8%	5.7%	i	54.0	9.2%	2.8	717
Cc1cc(C)c(S(=O)(=O)NCCc2ccccc2)c(C)c1	0.2%	3.3	36	0.9%	1.9%	7.7%	27.7%	i	60.9	2.3%	-28.7	573
Cc1cc(C)nc(Sc2ncnc(N)c2[N+](=O)[O-])n1	-0.1%	1.0	40	-2.8%	-4.4%	1.1%	-1.5%	i	0.0	9.7%	12.2	652
COc1ccc(CN2C(=O)NC3(CCCCC3)C2=O)cc1F	0.0%	-0.1	75	-6.6%	-8.4%	12.8%	-6.4%	i	13.8	10.3%	-10.6	760
COc1ccc(N2CCN(C(c3cc(OC)ccc3OC)c3nnnn3Cc3ccco3)CC2)cc1 (centres undefined)	0.3%	-0.3	52	-0.1%	10.0%	22.2%	-1.9%	i	66.5	2.9%	-9.2	703
CCOC(=O)C1=C(C)NC(=O)NC1	0.0%	-0.1	50	-9.3%	7.2%	-2.6%	-3.2%	i	1.9	23.6%	x	x
Cc1nnc(SCC(=O)Nc2nc(C(C)(C)C)cs2)s1	0.0%	6.5	82	-4.7%	2.5%	26.7%	1.8%	i	37.0	-8.1%	-6.1	781
CC/C(=N\NC(=O)c1csc(C)c1C)c1cccs1	0.4%	4.6	75	-4.4%	7.9%	8.3%	17.1%	i	46.1	-7.8%	x	x
COCCn1c(Cc2ccccc2)nnc1SCC(=O)NC1CCCCC1	0.0%	0.0	48	-9.6%	6.1%	-4.6%	-10.3%	i	53.2	2.4%	4.8	808
COCCCN=C(c1ccco1)n1c(=S)nc(-c2ccco2)n(CCCOC)c1=S	0.5%	2.2	37	-9.5%	24.7%	4.2%	6.1%	i	5.4	-4.3%	x	x
Cc1ccc(/C(N)=N/OC(=O)c2ccc3c(c2)OCO3)cc1	0.1%	2.2	58	-2.7%	8.0%	8.5%	-6.0%	i	49.1	3.6%	1.4	627
COc1ccc(CNC(=O)c2cnn3c(C(F)F)cc(C)nc23)cc1	-0.4%	0.8	95	-2.5%	5.5%	3.2%	-9.0%	i	28.2	-4.4%	-21.8	664
O=C(CCCO)N/N=C/c1ccccc1[N+](=O)[O-]	-0.1%	2.9	52	2.2%	4.3%	19.3%	4.1%	i	33.8	-3.4%	6.3	704
Cc1cc(Br)ccc1-n1[nH]c(C)c(C=Nc2cccc3nsnc23)c1=O	-0.4%	2.8	35	-1.8%	2.6%	-2.9%	7.4%	i	46.0	4.9%	12.6	675
CC(=O)N1CCN(S(=O)(=O)c2ccc(S(=O)(=O)N3CCCC(C)C3)cc2)CC1 (centres undefined)	-0.2%	-1.3	51	-9.3%	10.1%	4.7%	-0.3%	i	36.3	-0.9%	-0.2	816
Cn1c(=O)[nH]c(=O)c2c1nc(N1CCCCCC1)n2CCCSc1nc2ccccc2o1	-0.1%	9.1	86	-8.2%	0.9%	2.9%	-14.9%	i	48.8	5.4%	-3.3	695
O=C(CSc1nc2ccc(NC(=O)CSc3nnnn3Cc3ccccc3)cc2s1)Nc1ccccc1	-0.2%	5.4	75	0.8%	8.9%	8.7%	12.1%	i	37.1	-10.1%	-2.9	738
Cc1cc([N+](=O)[O-])ccc1N1C(=O)c2ccc(C(=O)Nc3ccccc3C(=O)O)cc2C1=O	-0.1%	0.3	90	-5.4%	10.2%	17.5%	-2.3%	i	47.3	-0.2%	-28.9	828
CCC(C)[C@H](NC(=O)C1CCC(CNC(=O)[C@@H]2CCCN2C(=O)OC(C)(C)C)CC1)C(=O)O (some centres undefined)	1.1%	0.1	85	-10.2%	12.5%	22.5%	-4.0%	i	45.7	6.7%	1.0	832
CCCCNC(=O)CSc1nc(CCC)nc2ccccc12	-0.6%	5.7	30	-1.9%	7.1%	6.4%	-12.4%	i	15.1	-7.3%	-24.7	726
CCOc1cc(OCC)cc(C(=O)Nc2cccnc2)c1	-0.1%	-1.2	48	-7.4%	-0.1%	20.7%	-5.4%	i	8.9	5.8%	x	x
COC(=O)CC1=NC(=O)CS1	-0.2%	-0.1	49	0.5%	8.4%	1.8%	-2.4%	i	35.4	3.7%	x	x
Cc1cc(C(=O)Nc2ccon2)cs1	-0.1%	0.2	89	-9.6%	9.2%	-1.1%	-1.1%	i	60.8	-9.2%	-2.6	783
O=C(COC(=O)c1ccc(F)cc1F)NCCNC(=O)COC(=O)c1ccc(F)cc1F	-0.2%	1.3	53	-4.4%	3.2%	2.0%	-13.9%	i	65.5	15.6%	19.3	678
O=C(Nc1ncc(Cc2cccc(Cl)c2Cl)s1)C1CCCO1 (centres undefined)	-0.2%	5.1	55	-4.4%	-0.3%	14.8%	12.2%	i	36.1	6.2%	-20.4	702
CC(C)(C)c1ccc(OCCC(=O)OCC(=O)NC2CCS(=O)(=O)C2)cc1 (centres undefined)	x	-0.4	51	x	6.5%	8.6%	x	i	44.9	x	x	x
CCOC(=O)CN1CC23C=CC(O2)C(C(=O)O)C3C1=O (centres undefined)	-0.1%	-5.0	57	-9.3%	0.1%	16.2%	13.6%	x	x	12.1%	x	x
Cc1c(O)nc(SC2CC(=O)N(c3ccccc3)C2=O)[nH]c1=O (centres undefined)	0.0%	-2.4	84	-4.5%	5.8%	18.2%	6.4%	i	13.2	-9.5%	0.8	676
CCCCN(CCCC)CCNC(=O)c1cn(CC)c2ccc(S(=O)(=O)N(C)C3CCCCC3)cc2c1=O	-0.1%	4.9	58	-1.9%	13.9%	12.4%	13.3%	i	56.0	11.9%	25.1	705
CSc1ccc(CN2CCSCC2)cc1	-0.1%	1.8	59	-13.0%	u	9.8%	10.5%	i	55.3	-10.7%	x	x
CCCc1cc(NCc2ccccn2)n2nc(C)c(-c3ccccc3)c2n1	0.4%	14.1	34	-1.0%	x	4.4%	2.3%	i	29.8	2.0%	-26.1	693
O=C(NCCCN1CCOCC1)c1cccc(S(=O)(=O)Nc2ccccc2Cl)c1	0.4%	2.0	47	-0.5%	5.1%	-9.1%	0.9%	i	6.3	-8.4%	1.4	725
O=C1CSC(=Nc2ccccc2)N1	-0.2%	1.3	75	-4.8%	5.6%	10.4%	0.4%	i	48.3	-18.0%	3.7	756
COc1ccc(CCNC(=O)c2cc3c(=O)n4ccccc4nc3n(CC3CCCO3)c2=N)cc1OC (centres undefined)	-0.1%	0.6	86	-4.0%	9.1%	3.7%	-9.2%	i	13.1	0.9%	-11.8	799
O=C(Nc1ccc(S(=O)(=O)N2CCCCC2)cc1)c1ccc(CN2CCc3ccccc3C2)cc1	0.6%	8.8	40	0.4%	-2.8%	4.5%	2.5%	i	16.3	-2.7%	x	x
CCCCCNC(=O)c1cc(S(=O)(=O)N2CCCCC2)ccc1F	-0.1%	1.4	60	-5.0%	-0.2%	19.6%	-3.8%	i	11.4	0.0%	-0.9	753
